Large T inhibition = SV40 large T antigen inhibitors, biochemical (AID 1903); 310,000 compounds, 0.39% hits; one-dose inhibition, % at 20 µM; IC50 in µM for titrated hits; SV40 large T antigen ATPase/helicase inhibition assay; higher % means a stronger effect; in the data active = a potency from the dose series; note: strong numbers were not always called active
GPR55 antagonists = GPR55 antagonists blocking LPI-driven arrestin recruitment, primary screen, imaging, U2OS, beta-arrestin-GFP, LPI agonist (AID 2013) | U2OS GPR55 beta-arrestin-GFP translocation imaging, LPI antagonism; higher % means a stronger effect | inhibition, % at 10 µM, or IC50 in µM where a hit was titrated | 290,000 compounds, 0.13% hits;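 active = spots per cell inhibited over 60%, with over 100 cells counted and total cytoplasm intensity under 500,000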;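 note: U2OS cells stably carrying GPR55 and arrestin-GFP stimulated by 5 µM LPI near EC80; imaged beta-arrestin-GFP aggregate spots per cell after agonist stimulation; plate controls were LPI-stimulated DMSO wells for no effect and DMSO wells without LPI for full effect; some results filed as inactive read as strong as hits; confirmed hits need IC50 under 10 µM and bright autofluorescent wells are also inconclusive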
MgcRacGAP inhibition = MgcRacGAP GTPase-activating activity inhibitors, confirmation, biochemical, ADP Hunter fluorescence; MgcRacGAP-stimulated Rac1 GTP hydrolysis, ADP Hunter fluorescence; higher % means a stronger effect; GST-tagged Rac1 F28L mutant substrate; 340,000 compounds, 0.6% hits; AID 624330; one-dose inhibition, % at 30 µM; IC50 in µM for titrated hits;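 active = first-screen hits whose inhibition reached a set limit at any dose in the follow-up dose series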;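 note: fluorescence reports GDP produced by GAP-driven GTP hydrolysis; strong numbers were not always called active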
NS5 inhibitors = Dengue-2 NS5 methyltransferase inhibitors, primary screen, biochemical, confirmation dose response (AID 588689); Dengue-2 NS5 methyltransferase capping enzyme assay, biochemical; higher % means a stronger effect; one-dose inhibition, % at 25 µM; IC50 in µM for titrated hits; 340,000 compounds, 0.3% hits; in the data active = a potency from the dose series
HIV fusion peptide = inhibitors of HIV fusion peptide binding, primary screen, biochemical, uHTS, fluorescence dequenching (AID 1986); 290,000 compounds, 0.3% hits; one-dose inhibition, % at 20 µM; IC50 in µM for titrated hits; cell-free peptide binding, fluorescence dequenching, 30 min; higher % means a stronger effect; in the data active = inhibition mostly above about 52%, no sharp cut-off; inactive = mostly below about 76%; note: some results filed as inactive read as strong as hits
PhoP inhibition = PhoP-dependent GFP reporter repression – Salmonella Typhimurium, primary screen (AID 1863) | S. Typhimurium PhoP-regulated promoter GFP reporter, 4 h; higher % means a stronger effect | one-dose inhibition, % at 50 µM; IC50 in µM for titrated hits | 300,000 compounds, 0.16% hits;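 active = inhibition over 29.93%, a cutoff 3 SD above the screen mean, later confirmed by dose response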;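 note: 0% = low Mg2+ inducing control and 100% = high Mg2+ repressing control; strong numbers were not always called active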
UTI89 phage lysis = protection from phage-mediated lysis, alamar blue read-out – E. coli UTI89, K1F phage, bacterial capsule biogenesis inhibitors (AID 488966). E. coli UTI89 K1F phage lysis, alamar blue, 2 h; higher % means a stronger effect. one-dose inhibition, % at 100 µM; IC50 in µM for titrated hits. 340,000 compounds, 0.02% hits;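 active = phage lysis inhibition, versus mean bacterial control, above a set limit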;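 note: capsule biogenesis inhibitors block K1F phage lysis so surviving cells raise fluorescence; higher fluorescence means more inhibition of phage lysis; actives were called in the ten point dose series up to 300 µM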
GPR35 antagonists = GPR35 antagonists blocking zaprinast-driven arrestin recruitment, primary screen, imaging, U2OS, beta-arrestin-GFP, zaprinast agonist (AID 2058); U2OS GPR35 beta-arrestin-GFP translocation imaging, zaprinast antagonism; higher % means a stronger effect; 290,000 compounds, 0.052% hits; inhibition, % at 10 µM, or IC50 in µM where a hit was titrated;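 active = inhibition of at least 50% with at least 30 cells and total cytoplasm GFP at most 10,000,000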
RSV antiviral HEp-2 = RSV antiviral activity via CPE protection, HEp-2 cells, primary 10 µM value included (AID 2391) | HEp-2 cells, RSV-induced CPE inhibition; higher % means a stronger effect | CPE inhibition, % at 10 µM, or IC50 in µM where a hit was titrated | 310,000 compounds, 0.13% hits; in the data active = a potency from the dose series; note: strong numbers were not always called active
NS5 inhibitors pilot replicate = also measured in NS5 inhibitors; calls as there; inhibition, %; measured here: pilot screen replicate inhibition
The depositor's hits bear a star; / = not tested or not shown; [ ] = remark or other dose. Not a hit list; 1.5% or so of the library scored in one or more.

Start of the data: the first 10 compounds, ahead of the listing:
SMILES | Large T inhibition | GPR55 antagonists | MgcRacGAP inhibition | NS5 inhibitors | HIV fusion peptide | PhoP inhibition | UTI89 phage lysis | GPR35 antagonists | RSV antiviral HEp-2 | others
COc1ccc(CCN(C)C2CCCN(C(=O)c3sccc3C)C2)cc1OC (centres undefined) | 37% | 13% | 8% | 2% | 1.5% | -3% | 0.2% | -13% | 0.6%
CCc1nc(C)cn1S(=O)(=O)c1cc(Cl)c(OC)cc1Cl | 5% | -5% | 4% | -4% | -3.1% | 0% | 2.9%[50 µM] | 8% | 18%
COc1ccc(CC(=O)c2ccc(O)cc2O)cc1OC | 3% | 7% | 8% | -5% | 1.8% | -4% | 1.2% | -12% | -0.6%
CC(C)CNC(=O)c1ccccc1NC(=O)Nc1ccccc1 | 5% | -1% | 7% | -109% | 0.8% | 11% | 0.1% | 7% | 0.1%
Cc1cc2c(cc1S(=O)(=O)N1CCCCC1)OCC(=O)N2 | 1% | -6% | 1% | -1% | 1.7% | / | -1.1% | 10% | 1.0%
Cc1cccc(Nc2nnc(SCC(=O)Nc3ccccc3[N+](=O)[O-])s2)c1C | 13% | 4% | 7% | -9% | -2.2% | -2% | 2.5% | -9% | 22%
COc1ccc(/C=C2/SC(=O)N(CCC(=O)Nc3ccccc3C(=O)O)C2=S)cc1 | 8% | 2% | 7% | 7% | 29% | 3% | -0.5% | 12% | 1.9%
Nc1ccc(CCC(=O)N2CCCC2)cc1 | 18% | 3% | 4% | 1% | -2.0% | -3% | 0.1% | -4% | 1.4%
Cc1cccnc1NC(=O)c1ccc(NS(=O)(=O)/C=C/c2ccccc2)cc1 | 5% | / | 0% | 2% | / | 2% | 0.8%[50 µM] | / | -0.3%
CC(=O)C1=C(C)N(CC2CC2)C(=O)N[C@H]1c1ccccc1 | 5% | 18% | 10% | 1% | 0.7% | 1% | 3.6% | -7% | 0.8%

The whole of this part, from the start:
SMILES | Large T inhibition | GPR55 antagonists | MgcRacGAP inhibition | NS5 inhibitors | HIV fusion peptide | PhoP inhibition | UTI89 phage lysis | GPR35 antagonists | RSV antiviral HEp-2 | others
COc1ccc(CCN(C)C2CCCN(C(=O)c3sccc3C)C2)cc1OC (centres undefined) | 37% | 13% | 8% | 2% | 1.5% | -3% | 0.2% | -13% | 0.6%
CCc1nc(C)cn1S(=O)(=O)c1cc(Cl)c(OC)cc1Cl | 5% | -5% | 4% | -4% | -3.1% | 0% | 2.9%[50 µM] | 8% | 18%
COc1ccc(CC(=O)c2ccc(O)cc2O)cc1OC | 3% | 7% | 8% | -5% | 1.8% | -4% | 1.2% | -12% | -0.6%
CC(C)CNC(=O)c1ccccc1NC(=O)Nc1ccccc1 | 5% | -1% | 7% | -109% | 0.8% | 11% | 0.1% | 7% | 0.1%
Cc1cc2c(cc1S(=O)(=O)N1CCCCC1)OCC(=O)N2 | 1% | -6% | 1% | -1% | 1.7% | / | -1.1% | 10% | 1.0%
Cc1cccc(Nc2nnc(SCC(=O)Nc3ccccc3[N+](=O)[O-])s2)c1C | 13% | 4% | 7% | -9% | -2.2% | -2% | 2.5% | -9% | 22%
COc1ccc(/C=C2/SC(=O)N(CCC(=O)Nc3ccccc3C(=O)O)C2=S)cc1 | 8% | 2% | 7% | 7% | 29% | 3% | -0.5% | 12% | 1.9%
Nc1ccc(CCC(=O)N2CCCC2)cc1 | 18% | 3% | 4% | 1% | -2.0% | -3% | 0.1% | -4% | 1.4%
Cc1cccnc1NC(=O)c1ccc(NS(=O)(=O)/C=C/c2ccccc2)cc1 | 5% | / | 0% | 2% | / | 2% | 0.8%[50 µM] | / | -0.3%
CC(=O)C1=C(C)N(CC2CC2)C(=O)N[C@H]1c1ccccc1 | 5% | 18% | 10% | 1% | 0.7% | 1% | 3.6% | -7% | 0.8%
O=C1C=CC(=O)C(C2=C3C(=O)N(CCc4ccccc4)CC(=O)N3CCC2)=C1 | 20% | 5% | / | / | 22% | 16% | / | 19% | 1.4%
O=c1[nH]c(/C(Cl)=C/c2cccc(C(F)(F)F)c2)nc2cc(Cl)ccc12 | 12% | 0% | 2% | -3% | 3.8% | -3% | -4.0% | 8% | 1.9%
CSc1nncc(/C(C)=N\Nc2cccc(C)c2)n1 | 6% | -8% | 3% | 19% | -2.0% | -2% | -0.2% | 5% | 0.3%
CC(NC(=O)CNC(=O)C1CCCCC1)c1ccc(S(N)(=O)=O)cc1 (centres undefined) | 20% | 1% | 2% | 4% | 0.9% | -2% | -0.5% | -8% | 0.1%
COc1cccc(C2c3[nH]c4ccccc4c3CCN2Cc2cnc(C)s2)c1OC (centres undefined) | 4% | 0% | 0% | -3% | -0.9% | 3% | -1.1% | 0% | 2.2%
O=C(Cn1nc(-c2ccc(Cl)cc2)c2ccccc2c1=O)NN1CCOCC1 | 18% | 12% | / | / | 2.5% | -8% | / | -4% | 0.9%
NC(=O)N/N=C/c1ccc(-n2nncc2-c2ccc(Cl)cc2)cc1 | 9% | -7% | 6% | -3% | 2.6% | 1% | 0.5% | 4% | 3.9%
COc1ccc(OC)c(CNC(=O)c2cc(=O)[nH]c3ccc(S(=O)(=O)N4CCCC4)cc23)c1 | -1% | 0% | / | / | -0.7% | 8% | / | 10% | -0.1%
O=C(NCc1cccnc1)[C@@H]1CC=C[C@@H]2CCN(Cc3ccc(Cl)c(Cl)c3)C(=O)[C@@H]21 | 13% | / | 5% | 5% | / | / | -0.3% | / | 0.7%
Cn1ccnc1Sc1ccc(/C=N/NC(=O)c2ccccc2[N+](=O)[O-])cc1[N+](=O)[O-] | 9% | -3% | 6% | -10% | -2.0% | -5% | 1.2% | 17% | 2.5%
COc1cc(NC(=O)CN(C)S(=O)(=O)c2ccc3c(c2)CC(C)N3C(C)=O)cc(OC)c1OC (centres undefined) | 13% | 11% | 8% | -13% | -1.7% | -10% | 0.4% | 9% | 2.8%
Cn1nc(C(F)(F)F)c(-c2ccc(Br)cc2)c1NC(=O)CSCC(=O)O | 14% | 4% | 8% | 6% | 0.0% | 1% | -0.8% | -5% | 21%
Cc1cccc(CC2S/C(=N/c3cccc(C)n3)NC2=O)c1 (centres undefined) | 10% | 5% | -11% | 2% | -0.3% | -4% | -2.1% | -4% | 2.4%
O=C(NNC(=O)C1CCN(C(=O)Nc2ccccc2)CC1)c1ccc([N+](=O)[O-])cc1 | / | / | 5% | -3% | / | / | 0.5%[50 µM] | / | 2.6%
COc1ccc(CCNC(=O)C2CC(=O)N(C3CCCCC3)C2)cc1OC (centres undefined) | / | 6% | -2% | 5% | -0.8% | 1% | 3.2% | 18% | 3.3%
Cc1nc(Cl)c(C(=O)NCc2ccccc2)c(C)c1Cl | 7% | -4% | 5% | -1% | -1.0% | -4% | 0.0% | -2% | 1.8%
CC(C)OCCCn1c(=O)c2ccccc2n2c(CCC(=O)O)nnc12 | 7% | 14% | / | -7% | -2.1% | -1% | 0.3% | 1% | 6.5%
CN(C)CCCN(Cc1ccc2c(c1)OCO2)C(=O)NC1CCCCC1 | 15% | 6% | 4% | 0% | 1.3% | -7% | 2.8% | 2% | /
O=[N+]([O-])c1cccc(-c2ccc(CN3CCN(c4ccccc4)CC3)o2)c1 | 5% | 6% | 0% | -4% | -1.2% | 4% | 0.0% | -11% | 15%
CCCCN(C)C(=O)CCC(=O)Nc1ccc2nc(N3CCN(C)CC3)cc(C)c2c1 | 0% | 2% | 9% | -1% | 0.9% | -11% | -0.1% | -4% | -2.5%
CCOc1ccc(C(=O)N2CCN=C2SC)cc1OCC | 12% | -6% | 8% | -5% | 0.3% | 10% | 2.6% | -4% | 3.7%
CCOC(=O)C1C(=O)CC(C)(O)C(C(=O)OCC)C1c1ccc2c(c1)OCO2 (centres undefined) | / | / | 4% | -10% | / | / | 4.1% | / | 0.1%
COc1ccc(OC)c2c1sc(=NC(=O)CN1C(=O)CCC1=O)n2C | -4% | -10% | / | / | 0.6% | 15% | / | 7% | /
O=C(COC(=O)/C=C/c1ccc2c(c1)OCO2)NC1CCS(=O)(=O)C1 (centres undefined) | 15% | 1% | 1% | -5% | -0.3% | 7% | -0.2% | 6% | -0.3%
COc1ccc2c(=O)c(C(=O)NCCc3ccc(OC)c(OC)c3)c[nH]c2c1 | -1% | 6% | 2% | -10% | 1.0% | -12% | -0.5% | -22% | 15%
COc1ccccc1NC(=O)Cn1c2ccc(F)cc2c2nc3n(c(=O)c21)CCS3 | 6% | 3% | 7% | -4% | 1.3% | 4% | -0.3% | -13% | 8.2%
CCOC(=O)C1=C(C)N(CC(C)C)C(=O)/C1=C\c1ccc(OCC(=O)Nc2ccccc2)cc1 | 16% | 26% | 4% | -12% | -0.6% | -5% | 1.1% | 8% | 7.2%
CCOC(=O)c1c(C)[nH]c(C(=O)COC(=O)CNC(=O)c2ccccc2Cl)c1C | -1% | -1% | 5% | -7% | -0.7% | -9% | 2.0%[50 µM] | 9% | 5.6%
CCOc1ccc(N2CC(C(=O)NCCN3C(=O)S/C(=C\c4ccc(OC)cc4)C3=O)CC2=O)cc1 (centres undefined) | 7% | 6% | 9% | -2% | 1.0% | -16% | 0.2% | -12% | 4.2%
Cc1cc(C(=O)CSc2nc3ccccc3o2)c(C)n1CC1CCCO1 (centres undefined) | 13% | 2% | 15% | 2% | 16% | -6% | 0.3% | -5% | -0.8%
CC(C)(C)n1nc(Cc2cccc3ccccc23)c2c(N)ncnc21 | 11% | / | 6% | -6% | / | / | -1.4% | / | -2.3%
Cc1cc(C)c(S(=O)(=O)NCc2ccccn2)cc1C | 19% | 20% | 2% | -4% | -0.7% | 4% | 0.2% | 6% | 1.3% | NS5 inhibitors pilot replicate=-4.6
Cc1ccc(S(=O)(=O)N(C)c2ccc(OCC(=O)OCc3c(C)noc3C)cc2)cc1 | 6% | 2% | 7% | -1% | -2.2% | 1% | 2.4% | 3% | 1.0%
C=CCOc1ccc(C(=O)Nc2ccccc2C(=O)N2CCCC2)cc1 | / | -2% | 11% | 0% | -1.2% | / | 0.1% | 3% | /
O=C(OC1CCOC1=O)c1cc(-c2ccccc2)nc2ccccc12 (centres undefined) | 12% | 4% | 6% | -1% | 0.0% | 5% | 0.0% | -5% | 0.6%

Screening results as filed in PubChem BioAssay.
